Screening data (PubChem)
M1AAP inhibition: P. falciparum M1AAP inhibitors, biochemical, fluorogenic H-Leu-NHMec substrate, 1536-well (AID 1445); Aminopeptidase N (Plasmodium falciparum (isolate 3D7)); recombinant M1AAP, H-Leu-NHMec fluorogenic kinetic assay; higher % means a stronger effect; one-dose inhibition, % at 30 µM; IC50 in µM for titrated hits; 220,000 compounds, 0.42% hits;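 active = primary inhibition above the hit cutoff, then over 50% inhibition at one or more dose response concentrations, cut at about 23% in these data, passing the limit was not always enough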;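 note: plate controls were DMSO full reaction for no effect and no enzyme background for full effect; strong numbers were not always called active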
TNAP activators: human TNAP enzyme activators, primary screen, biochemical, luminescent, no phosphate acceptor, uHTS (AID 1001) | Alkaline phosphatase, tissue-nonspecific isozyme (Homo sapiens) | purified TNAP, luminescent activation assay, no phosphate acceptor; higher activation fold means a stronger effect | activation fold at 20 µM; hits with a dose series show EC50 in µM | 200,000 compounds, 0.03% hits; in the data active = activation fold from about 3, or a potency from the dose series; inactive = the rest, 99 in 100 with activation fold below about 1.6; note: many of its hits are not listed in these tables
Hep lipid drop: inhibitors of hepatocyte lipid droplet formation, primary screen, imaging, high-throughput imaging, BODIPY stain; AML12 mouse hepatocytes, oleate lipid droplets; inhibition, % at 6.5 µM; 240,000 compounds, 0.4% hits; AID 1656, 2009;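 active = lipid droplet intensity inhibited by at least 50%, with more than 500 cells counted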
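Test system: AML12 mouse liver cells; schedule: overnight exposure; technique: high-content imaging of BODIPY-stained droplets and DAPI nuclei; read-out: % inhibition of corrected integrated BODIPY droplet signal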
human PMI inhibition: inhibitors of human PMI, primary screen, biochemical, fluorescence intensity, coupled assay (AID 1209); 190,000 compounds, 0.42% hits; Mannose-6-phosphate isomerase (Homo sapiens); purified PMI enzyme, coupled fluorescence intensity; higher % means a stronger effect; inhibition, % at 20 µM, or IC50 in µM where a hit was titrated;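 note: plate controls were DMSO vehicle for no effect and wells lacking substrate for full effect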
P. falciparum M17LAP: P. falciparum M17LAP inhibitors, primary screen, biochemical, fluorogenic H-Leu-NHMec substrate, 1536-well (AID 1619) | Leucine aminopeptidase (Plasmodium falciparum (isolate 3D7)) | recombinant M17LAP, H-Leu-NHMec fluorogenic kinetic assay; higher % means a stronger effect | one-dose inhibition, % at 30 µM; IC50 in µM for titrated hits | 220,000 compounds, 0.38% hits;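 active = compound inhibiting the enzyme by more than half at any dose during confirmatory dose-response retesting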;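 note: plate controls were full reaction with DMSO carrier for no effect and no enzyme background for full effect; strong numbers were not always called active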
Siah-1 displacement: Siah-1 peptide-binding antagonists, primary screen, biochemical, fluorescence polarization, rhodamine-plectin, uHTS (AID 1817); Siah-1 / rhodamine-plectin peptide fluorescence polarization; higher % means a stronger effect; displacement, % at 20 µM; hits with a dose series show IC50 in µM; 290,000 compounds, 0.02% hits;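 active = displacement of at least 50% at 20 µM, with a fluorescence ratio check between 0.3 and a set limit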;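 note: plate controls were Siah plus tracer with DMSO for no effect and tracer alone without Siah for full effect; strong numbers were not always called active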
UTI89 phage lysis: inhibition of K1F phage lysis, E. coli UTI89, bacterial capsule biogenesis inhibitors, alamar blue (AID 488966); E. coli UTI89 K1F phage lysis, alamar blue, 2 h; higher % means a stronger effect; inhibition, % at 100 µM, or IC50 in µM where a hit was titrated; 340,000 compounds, 0.02% hits;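 active = phage lysis inhibition, versus mean bacterial control, above a set limit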;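 note: capsule biogenesis inhibitors block K1F phage lysis so surviving cells raise fluorescence; higher fluorescence means more inhibition of phage lysis; actives were called in the ten point dose series up to 300 µM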
human PMI inhibitors: human PMI inhibitors, high substrate, primary screen, biochemical, fluorescence intensity, high mannose 6-phosphate (AID 1220); Mannose-6-phosphate isomerase (Homo sapiens); recombinant PMI enzyme, coupled fluorescence intensity; higher % means a stronger effect; one-dose inhibition, % at 20 µM; IC50 in µM for titrated hits; 190,000 compounds, 0.66% hits
XIAP displacement: XIAP antagonists, biochemical, IAP family, fluorescence polarization (AID 1018) | displacement, % at 20 µM; hits with a dose series show IC50 in µM | 200,000 compounds, 0.007% hits | E3 ubiquitin-protein ligase XIAP (Homo sapiens) | XIAP BIR domain, fluorescence polarization peptide displacement; higher % means a stronger effect; in the data active = displacement above about 50%; note: a part of the inactive calls stands beside numbers as strong as those of hits
Hep lipid drop cells 6.5 µM: further read-out of Hep lipid drop, marked with its call; cell count; measured here: cell count, cytotoxicity flag;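 cells counted across two imaged fields per well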
* marks the source's active call; other numbers are inactive results; · = no result given; [ ] = another dose, or the depositor's remark. Cut-off read from the data, not from the text of the source, unless noted: active = inhibition above about 50%; inactive = the rest. The order is random; any-hit rate near 1.9%.

SMILES	M1AAP inhibition	TNAP activators	Hep lipid drop	Hep lipid drop cells 6.5 µM	human PMI inhibition	P. falciparum M17LAP	Siah-1 displacement	UTI89 phage lysis	human PMI inhibitors	XIAP displacement
CC1CCCC(C)N1C(=O)CSc1nnc(NC(=O)c2cccs2)s1 (stereo not given)	14%	1.1	·	·	-7%	36%	4%	0.7%	0%	6.6%
C/C(=N\Nc1cc(N2CCOCC2)ncn1)c1cccc([N+](=O)[O-])c1	-4%	1	12	623	·	0%	-8%	0.0%	·	0.9%
CCCOc1ccc(C(=O)Nc2ccc(S(=O)(=O)Nc3onc(C)c3C)cc2)cc1	-1%	1.1	-19	622	-12%	4%	28%	-0.2%	-1%	-6.4%
NC(=O)[C@@H]1CCOc2c(I)cc([N+](=O)[O-])cc2C(=O)N[C@@H](CO)C(=O)NCC(=O)N1	12%	1.1	·	·	-23%	5%	4%	-1.7%	-20%	-11%
CCOC(=O)c1sc(NNC(=O)c2ccc(F)cc2)nc1C	0%	·	6	727	·	4%	1%	-1.0%	·	·
O=C(CC(c1ccccc1)c1ccccc1)NCc1cccnc1	-3%	1.1	-2	633	6%	12%	3%	1.0%	9%	-7.9%
COc1cccc(/C=N/NC(=O)c2[nH]nc3c2CCc2ccccc2-3)c1	4%	·	-14	648	·	-9%	4%	·	·	·
O=C(NCc1ccccc1)c1ccccc1CO	0%	1	-5	666	-13%	-9%	-7%	0.2%[50 µM]	-22%	-11%
CCc1ccc2[nH]c(=O)c(CN(Cc3ccccc3)Cc3nnnn3Cc3ccco3)cc2c1	13%	1.1	-3	592	10%	11%	-1%	0.1%	6%	-2.9%
Cc1ccc(NCCC(=O)c2cccs2)cc1	5%	1.1	15	677	-2%	-5%	-5%	0.4%	17%	-2.6%
Oc1oc(-c2ccco2)nc1C=Nc1ccccc1	9%	1.1	1	746	8%	21%	6%	-0.7%	2%	-1.3%
COCCN(CCOC)S(=O)(=O)c1ccc(C(=O)Nc2nnc(CSC)o2)cc1	4%	1.1	9	720	-7%	2%	18%	0.0%	-1%	2.8%
CS(=O)(=O)Nc1ccccc1C(=O)NCc1ccco1	15%	1.1	1	764	-4%	-10%	3%	3.7%	-11%	-3.4%
CCCOc1cccc(/C=N/NC(=O)c2csc(C)c2C)c1	10%	1.1	-16	800	-6%	3%	-3%	3.0%	-9%	-5.6%
CCOc1ccc2cc(S(=O)(=O)n3ccnc3C)ccc2c1	1%	1	-1	798	6%	-23%	-4%	1.8%	-12%	-4.3%
O=C(Nc1ccc(F)cc1)c1sccc1SCc1cccc(C(F)(F)F)c1	7%	1	-7	643	14%	12%	-1%	2.6%	7%	-6.1%
CC(C)(C)C(=O)Cn1ncc(N2CCOCC2)c(Br)c1=O	6%	1	-1	688	-8%	10%	4%	0.4%	-8%	-4.4%
Cc1cccc(/C=N/n2c(-c3ccncc3)n[nH]c2=S)c1	10%	0.8	1	682	38%	20%	-2%	0.6%	19%	-18%
CC(C)(C)NC(=O)NC(=O)COC(=O)COc1ccc2c(c1)CCC2	2%	1.2	·	·	3%	7%	4%	0.3%	0%	-3.2%
Cn1c(CN2CCOCC2)nnc1SCC(=O)NCCc1ccccc1	8%	1.1	-10	736	8%	3%	3%	0.3%	3%	-2.2%
CCOC(=O)C1C(=O)CC(C)(O)C(C(=O)OCC)C1c1cc(Br)ccc1OC (stereo not given)	1%	1.1	-40	704	12%	6%	0%	0.8%	11%	-2.3%
CC(C)Oc1ccc(/C=C(/NC(=O)c2ccccc2)C(=O)NCCC(=O)O)cc1	-1%	1.1	10	596	·	10%	3%	-0.5%	·	-4.2%
O=C(Nc1nc(-c2ccc(S(=O)(=O)N3CCCC3)cc2)cs1)c1ccco1	2%	1.1	-2	608	15%	2%	1%	2.0%	18%	-1.3%
COc1ccc(CNc2c(CO)cnc3c2cnn3C)cc1	14%	1.1	4	655	8%	5%	6%	0.1%	1%	-4.8%
Cc1ccc(-c2cnc(SCC(=O)N3CCCc4ccccc43)n2C)cc1	8%	1.1	·	·	19%	5%	-3%	3.0%	16%	-3.0%

Arranged by the number under human PMI inhibitors (high to low): some entries from above.
Compound	M1AAP inhibition	TNAP activators	human PMI inhibition	P. falciparum M17LAP	Siah-1 displacement	human PMI inhibitors	XIAP displacement
Cc1ccc(NCCC(=O)c2cccs2)cc1	5%	1.1	-2%	-5%	-5%	17%	-2.6%
COc1ccc(CNc2c(CO)cnc3c2cnn3C)cc1	14%	1.1	8%	5%	6%	1%	-4.8%
CC1CCCC(C)N1C(=O)CSc1nnc(NC(=O)c2cccs2)s1 (stereo not given)	14%	1.1	-7%	36%	4%	0%	6.6%

The results go on:
SMILES	M1AAP inhibition	TNAP activators	Hep lipid drop	Hep lipid drop cells 6.5 µM	human PMI inhibition	P. falciparum M17LAP	Siah-1 displacement	UTI89 phage lysis	human PMI inhibitors	XIAP displacement
CCN(CC)C(=O)c1cccc2c1C(=O)c1ccccc1-2	7%	1.1	-7	681	-10%	17%	-5%	0.2%	-5%	-7.3%
O=C1c2ccccc2N(Cc2ccc(Cl)cc2)C2=NCCN12	-2%	1.4	0	583	-1%	-8%	1%	0.3%	6%	-6.8%
Cc1ccc(CNC(=O)COC(=O)CCC(=O)c2cccs2)cc1	2%	1	-6	666	-2%	-2%	-6%	0.2%	-2%	-14%
Cc1nn(-c2ccccc2)c(N2CCCC2)c1/C=C1\N=C(c2ccc(F)cc2)OC1=O	-1%	0.8	-3	726	-3%	-1%	-3%	1.5%	-5%	-0.4%
CCOC1=C/C(=C/c2c(N)n3nc(S(=O)(=O)CC)sc3nc2=O)C=CC1=O	56µM*	0.7	1	642	18%	40%	-4%	0.2%	10%	-3.8%
Cc1ccc(-c2nc3ccccc3c(=O)n2NC(=O)c2cccs2)cc1	5%	1	-5	676	-15%	14%	6%	0.8%	-6%	-9.8%
Cc1oc(C(C)(C)C)c(CN2CCOCC2)c1C(=O)O	1%	1.1	10	743	-3%	-17%	4%	0.1%	-3%	-5.7%
CC1CCN(S(=O)(=O)c2ccc(NC(=O)N3c4ccccc4Sc4ccccc43)cc2)CC1	-2%	1.1	-20	600	22%	8%	-2%	0.0%	20%	-7.4%
CCOC(=O)C1(CC2CCCCO2)CCN(Cc2nc3ccccc3nc2C)CC1 (stereo not given)	6%	1	26	694	21%	17%	4%	·	18%	-3.4%
COC(=O)Nc1ccc(S(=O)(=O)NCc2ccccn2)cc1	4%	1.1	16	689	-10%	8%	7%	0.1%	-15%	-4.4%
S=C1CCC(c2ccc(Cl)cc2)=NN1c1ccccc1	12%	·	-16	719	·	8%	0%	-1.1%	·	·
COc1ccccc1-n1c(SCC(=O)Nc2ccc(F)cc2)nc2c(c1=O)SCC2	-1%	1.2	-1	661	10%	-1%	-3%	6.8%	-10%	-4.9%
COc1ccccc1N1C(=O)CC1(C#N)c1ccc(OCc2ccccc2)cc1 (stereo not given)	4%	1.1	-37	635	4%	-1%	4%	0.0%[50 µM]	13%	-13%
Cn1c(Cc2ccccc2)nnc1SCC(=O)Nc1ccccc1	-10%	1	-3	717	9%	15%	6%	0.3%	7%	-3.9%
COc1ccccc1CNC(=O)Cn1cccc1	5%	1.1	8	737	4%	2%	0%	-0.6%	8%	-4.1%
COc1ccc(S(=O)(=O)N2CCOC2CNC(=O)C(=O)NCc2ccco2)cc1OC (stereo not given)	4%	·	-4	645	·	-6%	3%	0.1%	·	·
Cc1nc(=O)c(-c2ccccc2)c(C)n1-c1ccccc1C(=O)O	-2%	1.1	2	764	1%	5%	2%	0.5%	-6%	-4.5%
CCOc1ccc(CN2CCN(Cc3[nH]c4ccccc4c3C)CC2CCO)cc1 (stereo not given)	4%	1	-4	536	·	-3%	3%	0.1%	·	5.9%
COc1ccc(S(=O)(=O)N[C@@H](Cc2ccccc2)C(=O)N2CC[C@@]3(O)CCCC[C@H]3C2)cc1	2%	1.1	·	·	0%	1%	3%	0.5%	0%	-1.0%
O=C(CSc1nc(NS(=O)(=O)c2ccccc2)cc(=O)[nH]1)Nc1ccc(Cl)cc1	14%	1.1	-8	710	1%	31%	2%	-0.8%	-6%	-7.7%
O=C(NC(=S)Nc1cccc(Cl)c1N1CCCCC1)c1cccs1	6%	1	·	·	16%	10%	2%	-0.7%	7%	-5.4%
CC1(C)C2([N+](=O)[O-])CN(CCO)CC1([N+](=O)[O-])CN(CCO)C2	0%	1	-4	755	10%	5%	-1%	-0.4%	5%	-4.4%
CC(=O)N(C)C1(c2nnnn2CCOC(=O)Nc2cccc3ccccc23)CCCC1	11%	1.1	1	704	6%	9%	4%	3.0%	6%	-2.3%
Cc1cccc(NC(=S)NNC(=O)c2ccco2)c1	-14%	2.2	0	602	-1%	2%	-2%	-6.0%	-7%	-0.9%
CC(C)(C)NC(=O)NC(=O)CN1CCN(C(c2ccccc2)c2ccccc2)CC1	3%	1.1	-10	700	18%	-8%	1%	0.6%	17%	-4.7%
SMILES	M1AAP inhibition	TNAP activators	Hep lipid drop	Hep lipid drop cells 6.5 µM	human PMI inhibition	P. falciparum M17LAP	Siah-1 displacement	UTI89 phage lysis	human PMI inhibitors	XIAP displacement
NNC(=S)Nc1ccccc1Cl	-4%	1.2	25	660	7%	-1%	4%	0.4%	11%	-8.1%
COc1ccccc1-c1nnc(-c2ccc(N3CCOCC3)cc2)o1	9%	1.1	20	759	-6%	-24%	-4%	-0.1%	4%	-2.6%
CC1(C)NC(=O)N(CC(O)COc2ccccc2C(=O)Nc2ccccc2)C1=O (stereo not given)	0%	1.1	3	788	20%	6%	-1%	0.2%	11%	-1.5%
COc1ccc(C(=O)NCCc2nnc(SCc3nc4ccccc4c(=O)[nH]3)n2C)cc1	-1%	1	6	815	-2%	0%	-1%	0.6%	-3%	-4.5%
CCN1CCN(c2cc(N3CCc4ccccc4C3)c(F)cc2[N+](=O)[O-])CC1	4%	0.9	6	657	4%	8%	-2%	2.1%[50 µM]	7%	6.6%
COC(=O)c1sccc1NC(=O)/C=C/c1ccc(Cl)cc1	0%	1.1	2	689	15%	3%	4%	4.6%[50 µM]	1%	-3.6%
COc1ccc(S(=O)(=O)n2nc(OC(=O)c3ccc(C)cc3)cc2N)cc1	-14%	0.9	·	·	4%	5%	-4%	-0.1%	19%	-3.7%
Cc1ccc(CCC(=O)Nc2nccs2)o1	9%	1.1	·	·	-1%	-7%	-3%	2.3%	-5%	-3.3%
CCOC(=O)CSc1nc2cc(C(=O)N3CCC(C(N)=O)CC3)ccc2c(=O)n1-c1ccccc1	1%	1.1	-2	759	1%	8%	-1%	-1.0%	-8%	-7.6%
